Screening data from PubChem.
TSHR antag – Antagonists of the Thyroid Stimulating Hormone Receptor: HTS campaign | Thyrotropin receptor (Homo sapiens), P16473 | TSHR-expressing cells, TSH-stimulated cAMP HTRF, 2 h; active compounds read low | activity change, negative = inhibition, % at 11.5 µM | hit rate 0.2% among 330,000 | AID 504810, 2011;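 active = activity change below a set negative limit, meaning inhibition stronger than a set level, cut at about -70% in these data; inconclusive = activity change between two set negative limits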; also: % is scaled to controls: 0 for no effect and ±100 for the full control effect
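TSHR-expressing cells, 200/well, pre-treated with compound, then stimulated with EC80 TSH (4nM final) for 2 hours at 37 deg C. cAMP measured by competitive HTRF: anti-cAMP cryptate antibody in lysis buffer plus cAMP-d2, read after 30 minutes at room temperature.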
BCR signal inh – qHTS Assay to Find Inhibitors of Chronic Active B-Cell Receptor Signaling; ABC-DLBCL IkBa-CBG/CBR reporter, luminescence ratio, 4 h; Potency, µM (doses to about 46.1 µM), without a hit: at the highest dose ratio change, negative = lower green/red ratio, most hits filed as inhibitors; hit rate 0.05% among 340,000; active = well fitted inhibition curve with a large enough effect in the signal ratio, with a control signal flat, not every such curve was filed as active; inconclusive = small, poorly fitted or top-dose-only effect, or effect the other way, or a change in a side signal; the % refers to the signal ratio;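 also: potency is read from the fitted curve at half-maximal effect; plate controls were basal doxycycline-induced cells for no effect and cells given 10 µM MG132 for full effect; MG132 reads +100%, hits lower the ratio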
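Doxycycline induced both beetle luciferases in TMD8 lymphoma cells; IKK-driven degradation limits the IkappaBalpha-fused green signal, while red luminescence normalises for cell number and nonspecific effects. Compounds tested up to 46 uM, 4 hrs.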
GALK inhibitor – qHTS Assay for Inhibitors of Human Galactokinase (GALK); P51570; Purified GALK, Kinase-Glo residual ATP luminescence; Potency, µM (highest dose often 57.5 µM), for the others: top-dose activity change, negative = inhibition, usual class: inhibitors; hit rate 0.007% among 270,000; AID 1868, 2009; also: potency is read from the fitted curve at half-maximal effect; % is scaled to controls: 0 for no effect and ±100 for the full control effect
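Quantitative HTS: GALK 5 nM, ATP 35 uM, galactose 100 uM, 1 h room temperature, then luciferase-based ATP detection.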
TCR act – Activators of T cell receptors: qHTS campaign. primary human leukocytes, anti-CD3, IL-2 HTRF, 48 h. Potency, µM (doses to about 9.22 µM), for the others: at the top dose activation of IL-2 secretion, most hits filed as activators. 330,000 tested, under 10 active; also: % of control where 0% means no effect
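HTRF read-out of IL-2 secretion: europium cryptate donor excited at 320nm, d2 acceptor emission at 665nm. Cells were primary human leukocytes incubated 48 hr with compounds and a-CD3 beads, supplying TCR signal only.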
Giardia kill – Small Molecules that selectively kill Giardia lamblia: qHTS; Giardia lamblia trophozoite viability; activity change, % at 7.66 µM, hits read low; hit rate 0.15% among 340,000; AID 540267, 2011; in the data active = activity change below about -80%; inconclusive = between about -30% and that limit;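 also: parasites exposed to compound for two days anaerobically before the ATP read; % is scaled to controls: 0 for no effect and ±100 for the full control effect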
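Each well holds 100 Giardia trophozoites and compound. After two days (48 hrs) at 37 deg C in anaerobic conditions, ATP is quantified by luminescence.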
hERG WT inh – qHTS for Inhibitors of KCHN2 3.1: Wildtype qHTS. activity change, % at 1.84 µM. hit rate 0.37% among 340,000. U2OS, BacMam KCNH2, thallium flux FluxOr; active compounds read low. AID 720551, 2013. Voltage-gated inwardly rectifying potassium channel KCNH2 (Homo sapiens), Q12809;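 active = maximum activity change below -70%; inconclusive = maximum activity change between -70% and -50%; inactive = maximum activity change above -50%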; also: % is scaled to controls: 0 for no effect and ±100 for the full control effect
Target sequence (Q12809 whole entry, looked up): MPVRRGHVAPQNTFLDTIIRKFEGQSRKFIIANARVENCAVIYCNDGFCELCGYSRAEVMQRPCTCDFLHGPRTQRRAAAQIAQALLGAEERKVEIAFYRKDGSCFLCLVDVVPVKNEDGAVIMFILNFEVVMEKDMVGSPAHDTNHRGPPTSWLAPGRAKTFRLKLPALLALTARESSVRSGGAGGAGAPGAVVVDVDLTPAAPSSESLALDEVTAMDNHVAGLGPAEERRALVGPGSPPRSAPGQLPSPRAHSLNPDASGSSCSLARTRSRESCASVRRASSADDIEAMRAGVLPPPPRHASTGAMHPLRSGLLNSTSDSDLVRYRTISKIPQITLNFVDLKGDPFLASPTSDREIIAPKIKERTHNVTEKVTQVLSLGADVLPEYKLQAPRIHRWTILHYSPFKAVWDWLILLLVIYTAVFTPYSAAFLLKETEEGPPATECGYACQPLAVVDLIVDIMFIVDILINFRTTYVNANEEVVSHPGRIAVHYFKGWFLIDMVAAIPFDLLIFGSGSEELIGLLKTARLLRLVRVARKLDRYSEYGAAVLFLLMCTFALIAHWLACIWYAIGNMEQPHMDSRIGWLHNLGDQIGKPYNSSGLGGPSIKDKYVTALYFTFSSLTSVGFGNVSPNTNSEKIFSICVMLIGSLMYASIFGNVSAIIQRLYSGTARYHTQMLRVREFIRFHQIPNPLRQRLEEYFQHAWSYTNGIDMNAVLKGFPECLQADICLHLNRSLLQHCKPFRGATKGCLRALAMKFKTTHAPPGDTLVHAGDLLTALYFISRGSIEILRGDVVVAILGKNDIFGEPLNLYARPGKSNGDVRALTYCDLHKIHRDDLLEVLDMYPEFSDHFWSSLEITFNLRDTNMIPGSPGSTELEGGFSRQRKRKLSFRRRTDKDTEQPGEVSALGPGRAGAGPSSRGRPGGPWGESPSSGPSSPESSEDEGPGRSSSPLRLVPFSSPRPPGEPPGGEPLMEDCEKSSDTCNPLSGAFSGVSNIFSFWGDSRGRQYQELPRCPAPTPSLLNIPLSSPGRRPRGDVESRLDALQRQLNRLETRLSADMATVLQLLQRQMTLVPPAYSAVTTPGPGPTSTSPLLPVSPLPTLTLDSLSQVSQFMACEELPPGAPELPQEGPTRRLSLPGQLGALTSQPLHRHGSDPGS
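U2OS cells transduced with wild-type KCNH2 virus are loaded with FluxOr dye for 45 min, and thallium flux is measured in kinetic reads before and after stimulation buffer. Rate constants are normalized to DMSO controls.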
FBPA coupling cs – qHTS Assay for Inhibitors of Fructose-1,6-bisphosphate Aldolase from Giardia Lamblia: Coupling assay counterscreen | hit rate 0.67% among 290,000 | AID 2472, 2010 | activity change, negative = inhibition, % at 58.2 µM, hits read low | coupling enzyme system counterscreen, AmpLite Red fluorescence; in the data active = activity change below about -30%; also: % is scaled to controls: 0 for no effect and ±100 for the full control effect
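Coupling enzymes only (glyceraldehyde-3-phosphate) + compound, at 57.5 uM final, 10 min RT; add substrate/coupling/AmpLite Red mix, 20 min RT; fluorescence ex 525/em 598 nm. Actives flag coupling-system interference.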
MLL CXXC-DNA inh – qHTS Fluorescence Polarization Assay for Inhibitors of MLL CXXC domain - DNA interaction; Histone-lysine N-methyltransferase 2A (Homo sapiens), Q03164; MLL-CXXC / FITC-HOXA9 DNA fluorescence polarization; Potency, µM (highest dose often 115 µM), for the others: at the top dose activity change, negative = inhibition, actives largely listed as inhibitors; hit rate 0.037% among 290,000; active = well fitted inhibition curve with a large enough effect in the polarisation, with a control signal flat, not every such curve was filed as active; inconclusive = small, poorly fitted or top-dose-only effect, or effect the other way, or a change in a side signal; inactive = no such curve, though single readings can be large or run the other way; the % refers to the polarisation; also: potency is read from the fitted curve at half-maximal effect
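Purified MLL-CXXC (added from a 7 uM solution) was preincubated 5 min at ambient with pinned compounds in 50 mM Tris-HCl pH 7.5, 50 mM NaCl, 1 mM DTT, 0.05% BSA. Fluorescein-labeled HOX-A9 DNA (50 nM solution) followed, 30 min, then polarization read.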
A-T KAP1 phos – qHTS Assay for Identifying a Potential Treatment of Ataxia-Telangiectasia. […] A-T fibroblasts, KAP-1 phosphorylation AlphaLISA; neocarzinostatin DNA damage 30 min before lysis. Potency, µM (doses to about 57.5 µM), for the others: at the top dose activation, most hits filed as activators. hit rate 0.19% among 320,000. AID 485349, 2010; also: potency is read from the fitted curve at half-maximal effect; % of control where 0% means no effect; nearly all actives have a fitted effect of over 45% in size
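ATM-like activity read as KAP-1 phosphorylation via AlphaLISA donor/acceptor antibody pairs after lysis and 6 hr at 25C. Cells were ATM-null patient fibroblasts ([…], hTERT), dosed 60 min, then exposed to the DSB inducer NCS for 30 min.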
Tb PFK inh – qHTS Assay to Find Inhibitors of T. brucei phosphofructokinase; Potency, µM (doses to about 57.5 µM), for inactives: top-dose activity, negative = inhibition, most hits filed as inhibitors; hit rate 0.17% among 330,000; AID 485367, 2010; T. brucei PFK, ADP-Glo luminescence; ATP-dependent 6-phosphofructokinase (Trypanosoma brucei brucei), O15648;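 also: potency is read from the fitted curve at half-maximal effect; 0% = uninhibited 1x PFK enzyme wells and -100% = no-enzyme wells; nearly all actives have a fitted effect of over 60% in size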
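PFK 1.25 nM, F6P 0.5 mM, ATP 0.1 mM, 0.1 M TEA pH 8.0, 5 mM MgCl2, 0.01% Tween20, 0.1% BSA; 45 min RT. ADP-Glo readout. qHTS titration up to 57 uM; curves fitted, compounds curve-classed.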
* hit, by the source's call; ? = inconclusive; . = not tested or not shown; [ ] = dose if it differs, or a comment. Unless noted, calls follow the shape of the dose curve; as a rule, active = well fitted curve in the direction sought with a large enough effect; inconclusive = small, poorly fitted or top-dose-only effect, or another doubt; inactive = no such curve, though single readings can be large; an effect the other way counts as inactive or inconclusive. Rows are unselected. About 1.6% of those tested had a hit in this group.

SMILES	TSHR antag	BCR signal inh	GALK inhibitor	TCR act	Giardia kill	hERG WT inh	FBPA coupling cs	MLL CXXC-DNA inh	A-T KAP1 phos	Tb PFK inh
Cc1ccc(NC(=O)OCCNC(=O)OC(C)C)cc1	10	3%	-2%	-11%	12	-11	0	-4%	3%	6%
COc1ccc(S(=O)(=O)N2CCSCC2)cc1	13	1%	-6%	-4%	-2	-9	1	-10%	17%	4%
CC(=O)Oc1cccc(C(=O)Nc2ccccc2NC(=O)c2cccc(OC(C)=O)c2)c1	-9	-19%	-1%	1%	-13	-6	0	15%	11%	1%
CC(C)(CN1CCC(Cc2ccccc2)CC1)NS(=O)(=O)c1ccccc1	12	2%	-1%	-5%	0	9	-1	-5%	9%	1%
FC(F)(F)c1cccc(-n2cc(-c3ccccc3)[nH]c2=S)c1	13	?	.	-9%	8	-3	-2	5%	2%	2%
CS(=O)(=O)c1cccc(S(=O)(=O)N2CCN(c3ccccn3)CC2)c1	-9	-5%	0%	8%	12	3	0	20%	23%	1%
Cc1ccc(NC(=O)Cn2cccc2)cc1C	12	-2%	-7%	13%	-14	-2	1	-9%	-7%	0%
CCOCCCn1c(-c2ccc(Cl)cc2)n[nH]c1=S	5	2%	1%	-1%	3	-4	2	1%	0%	5%
O=C(Cc1c[nH]c2ccccc12)Nc1cccc(S(=O)(=O)N2CCCCC2)c1	-29	-8%	2%	.	.	.	0	20%	2%	-4%
COc1cc(OC)c2c(C)cc(=O)oc2c1C(CCN1CCN(c2ccccc2)CC1)c1ccc2c(c1)OCO2 (stereo not drawn)	12	-7%	0%	2%	28	-92*	-20	3%	3%	-7%
O=C(NCCCN1CCCC1)Nc1ccccc1[N+](=O)[O-]	-2	-2%	-3%	-1%	3	-18	3	-3%	6%	0%
COc1ccc(-c2nn(-c3ccccc3)cc2C(=O)NC2CCCCC2C)cc1 (stereo not drawn)	8	-4%	.	4%	0	-3	.	.	8%	14%
O=C1NC2(CCCCC2)N=C1c1ccccc1	14	0%	-1%	.	7	13	5	12%	5%	3%
Cc1ccccc1-n1c(Cn2c(=O)sc3ccccc32)nnc1SCC(N)=O	26	0%	1%	11%	5	-8	4	-3%	3%	-10%
Cc1ccc(CCNC(=O)CN(C)S(=O)(=O)c2ccc3c(c2)c(=O)n(C)c(=O)n3C)cc1	14	?	3%	1%	-10	-10	1	2%	5%	7%
Cc1ccc(CCN2CC(C(=O)NC3CCCCC3)CC2=O)cc1 (stereo not drawn)	-3	-4%	5%	-2%	15	4	0	13%	1%	-1%
COc1ccc(CC(=O)NNC(=O)c2cc(C)[nH]n2)cc1	-4	2%	0%	.	1	-14	3	1%	18%	1%
COc1cccc(OC)c1C(=O)Nc1ccc2c(c1)CCCN2S(=O)(=O)c1ccc(C)cc1	1	-5%	-1%	-3%	24	-10	.	-7%	8%	-9%
COc1ccc(CC(=O)NCCS(=O)(=O)N2CCN(c3ccccc3)CC2)cc1	-5	0%	.	1%	-5	3	.	.	22%	7%
CC(=O)N1CCc2cc(S(=O)(=O)NC(Cc3ccccc3)C(=O)Nc3cc(C)ccn3)ccc21 (stereo not drawn)	-1	10%	1%	0%	-11	-5	7	-3%	1%	0%
Cc1ccc(C(C)NC(=S)NCc2ccc(F)cc2)cc1C (stereo not drawn)	-2	-4%	2%	10%	-19	-5	2	2%	4%	-1%
O=C1CC(SCCO)C(=O)N1c1ccc(Oc2ccccc2)cc1 (stereo not drawn)	1	?	-1%	.	-7	9	4	15%	9%	-1%
O=C(NCCCCCc1nc2ccccc2[nH]1)c1ccccc1Cl	20	-2%	-1%	4%	10	5	2	1%	-7%	-19%
CC(C)(C)N(Cc1ccccc1)C(=O)COC(=O)c1ccc([N+](=O)[O-])o1	34	-1%	.	-10%	-29	-6	.	.	0%	0%
Cc1cccc(-n2ncc3c(N4CCCc5ccccc54)ncnc32)c1	-9	23%	-1%	-2%	18	40	-3	-9%	.	1%
CC(=O)C[C@@H](O)CC(=O)[C@H]1OC(=O)[C@@H](C)C/C=C\Cc2ccccc21	18	0%	.	-3%	-10	-16	.	.	11%	1%
COC(=O)c1ccc(C2C(C#N)=C(N)Oc3cc(O)ccc32)cc1 (stereo not drawn)	-6	0%	-4%	-2%	-14	-3	-1	25%	-2%	-5%
Cc1nc(NCc2ccc3c(c2)OCO3)c2nnn(Cc3ccccc3)c2n1	-12	2%	0%	.	-11	-5	1	-4%	9%	0%
O=[N+]([O-])c1ccc(CSc2nc3ccccc3[nH]2)cc1	8	-5%	0%	0%[46.1 µM]	-4	1	0	-6%	1%	-8%
Cc1ccc(S(=O)(=O)N2CCCCC2)cc1NC(=O)CSc1nnnn1C	8	0%	2%	-6%	5	2	0	-21%	-23%	-10%
C=CCn1c(=O)[nH]c2cc(C(=O)N3CC=C(c4ccccc4)CC3)ccc2c1=O	-3	?	-1%	2%	-8	-18	1	-4%	-2%	-6%
Nc1nc(SCC(=O)Nc2ccc(Br)cc2Br)n[nH]1	-17	0%	.	1%	-14	2	.	.	12%	0%
CCOC(=O)C1=C(C)NC(=O)C(C#N)C1c1ccco1 (stereo not drawn)	15	6%	0%	-4%	1	-8	-4	18%	-2%	-3%
C=CCNC(=O)/C(=C\c1ccc2c(c1)OCO2)NC(=O)c1ccc(Br)cc1	0	0%	.	0%	60[activator]	-10	0	1%	6%	0%
CC(Oc1coc(CN2CCN(C(=O)c3ccco3)CC2)cc1=O)c1ccccc1 (stereo not drawn)	0	0%	.	2%	-10	-15	.	.	7%	-3%
Cc1ccc(C(=O)Nc2ccc3c(c2)OCO3)cc1S(=O)(=O)N1CCCC1	-14	2%	2%	2%	-2	0	-1	16%	7%	-2%
CC1(C)CC(=O)c2sc(NC(=O)CCS(=O)(=O)c3ccccc3)nc2C1	8	?	0%	2%	1	24	0	2%	12%	-5%
O=C(NC(=O)c1ccccc1Cl)C(=O)Nc1ccc(Cl)cc1	4	?	-4%	.	-10	-13	.	-10%	2%	-4%
O=C(Nc1ccccc1-c1nnn(CC(=O)N2CCN(c3ccccc3)CC2)n1)c1cccs1	-25	4%	8%	.	11	-15	3	6%	6%	-5%
Cc1ccc(S(=O)(=O)N2CCOCC2)cc1NC(=O)CNCc1cccnc1	4	-1%	-5%	-13%	-9	5	-2	-18%	27%	4%
Cc1nc(NC(=O)c2ccco2)sc1-c1csc(Nc2ccc(Cl)cc2Cl)n1	-8	-12%	4%	5%	9	8	-1	50%[activator]	24%	-7%
Cc1nn(-c2ccccc2)c(Cl)c1/C=N/NC(=O)c1cccc(S(=O)(=O)N2CCCC2)c1	9	2%	1%	-1%[46.1 µM]	-14	-3	0	-2%	8%	2%
CCCCCCCCCCCCCCCC(=O)OC[C@H](COP(=O)([O-])OCC[N+](C)(C)C)OC(=O)CCCCCCCCCCCCCCC	12	0%	.	.	.	.	1	0%	-13%	-10%
CCOc1ccc(N(CC(=O)O)S(=O)(=O)c2cccnc2)cc1	6	?	1%	-1%	8	0	3	2%	2%	-1%
COc1ccc(C[C@H]2CN3C(=NC[C@H]3Cc3ccccc3)N2CCNC(=O)CCC2CCCCC2)cc1	7	?	2%	-6%	-5	-107*	3	-26%	8%	1%
Cc1nc(-c2c(C(=O)NNC(=O)Nc3c(C)cccc3C)noc2C)cs1	-4	?	-2%	0%	-16	-5	-2	-11%	-12%	0%
CC1(C)CC(=O)C2=C(C1)OC(=O)C2(NC(=O)c1cccs1)C(F)(F)F (stereo not drawn)	2	16%	-1%	-4%	-10	0	4	3%	-1%	-1%
Cc1nn(C)c(C)c1NC(=O)c1ccc(Br)o1	0	3%	1%	4%	-5	1	2	1%	6%	-3%
CN(C)c1ccc(N/C=C/C(=O)c2ccco2)cc1	-19	?	8%	1%	-25	-2	-35*	6%	-9%	-15%
C=CCNc1nc(Cl)nc(Nc2cc(Cl)ccc2OC)n1	-11	0%	-3%	.	18	-4	3	1%	1%	-2%
